# UDG counter: blocks uracil-DNA glycosylase in AID counter-screen | FRET deamination/UDG coupled assay, UDG read, 4 h | Potency, µM (doses to about 115 µM), without a hit: at the highest dose activity change, negative = inhibition, actives largely listed as inhibitors | 91,000 compounds, 0.14% hits; note: nearly all actives have a fitted effect of over 65% in size
# AID inhibitor: blocks human AID cytidine deaminase activity; Q9GZX7; AID deamination FRET fluorescence, UDG-coupled, 4 h; Potency, µM (highest dose often 115 µM), inactives show at the top dose activity change, negative = inhibition, most hits filed as inhibitors; 91,000 compounds, 0.32% hits; note: nearly all actives have a fitted effect of over 25% in size
# Target sequence (Q9GZX7 whole entry, looked up): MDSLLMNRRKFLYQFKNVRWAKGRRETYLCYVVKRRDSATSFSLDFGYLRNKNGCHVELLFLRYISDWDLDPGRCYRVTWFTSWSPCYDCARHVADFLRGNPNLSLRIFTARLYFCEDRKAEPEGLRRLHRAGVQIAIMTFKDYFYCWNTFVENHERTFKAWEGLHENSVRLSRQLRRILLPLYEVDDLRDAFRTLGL
# Starred values were filed as active, the others as inactive; ? = inconclusive; & = joins results of further samples; [ ] = remark or other dose. Calls come from the whole dose curve; as a rule, active = well fitted curve in the direction sought with a large enough effect; inconclusive = small, poorly fitted or top-dose-only effect, or another doubt; inactive = no such curve, though single readings can be large; an effect the other way counts as inactive or inconclusive. % is set by controls: 0 for no effect and ±100 for the full control effect; potency is the fitted concentration of half-maximal effect. Only part of the results is shown, so the mix of outcomes need not match the whole.
SMILES,UDG counter,AID inhibitor
COc1cc(C#N)ccc1OCc1ccccc1,3%,-2%
COc1ccc(CNC(=O)CN(c2cc(C(F)(F)F)ccc2Cl)S(C)(=O)=O)cc1,-9%,-8%
COc1ncccc1CNC(=O)c1nccnc1N,4%,6%
Cc1cccc(-c2noc(-c3ccccc3OCC(=O)Nc3ccccc3[N+](=O)[O-])n2)c1,54%[activator],50%[activator]
CCOc1cccc(C(=O)Nc2nnc(S(=O)(=O)N(C)c3ccc(C)cc3)s2)c1,-8%[57.5 µM],4%
N#Cc1ccccc1NC1=CC(=O)CC(c2ccccc2)C1 (stereo not given),-5%,2%
Cc1occc1C(=O)Nc1nc(CC(=O)Nc2ccccc2)cs1,-4%,2%
COc1cc(C)c(C)cc1S(=O)(=O)Nc1cccc(-c2ccc(N3CCOCC3)nn2)c1,?,-2%
CC(C)=CC(=O)NCCc1ccsc1,0%,2%
CCOC(=O)c1cccc(NC(=O)C2CCN(c3nnc(C)c4c(C)n(-c5ccccc5)nc34)CC2)c1,?,?
CCN(CC)CCN(C(=O)c1ccco1)c1nc2c(C)cccc2s1,-13%[57.5 µM],9%
O=c1[nH]cnc2[nH]ncc12,-1%,1%
O=C(c1cnc2c(cnn2Cc2ccccc2)c1)N1CCCc2ccccc21,-4%,-7%
Cc1ccc(-c2nsc(NC(=O)c3cc(=O)c4ccc(C)c(C)c4o3)n2)s1,-4%,-11%
COCCS(=O)(=O)c1ccc(C(=O)OCc2cccc(OC)c2)cc1,0%,-1%
O=C(O)c1ccccc1I,-2%,0%
O=C(Cn1cnc(S(=O)(=O)N2CCOCC2)c1)Nc1ccc(-c2ccno2)cc1,1%,-6%
Cc1ccc(-c2nc3ccccn3c2Nc2ccccc2C)s1,-4%,-27%
CCOC(=O)C1=C(C)NC(=O)C1(NC(=O)c1ccco1)C(F)(F)F (stereo not given),-7%,-2%
Cc1ccc2nc(C)c(C(=O)N3CCN(S(=O)(=O)c4ccccc4)CC3)cc2c1,-2%,-7%
Cc1cccc(NC(=O)c2ccc3c(c2)CCN3S(=O)(=O)c2ccccc2)c1C,-2%,2%
CCOC(=O)c1cccc(NC(=O)c2cc(S(=O)(=O)N3CCCC(C)C3)cn2C)c1 (stereo not given),9%,27%
COC(=O)[C@@H](NC(=O)NCc1ccccc1)C(C)C,-3%,0%
O=C(C1CC1)N1CCc2cc(Br)cc(S(=O)(=O)N3CCN(c4ccccc4)CC3)c21,-1%,8%
CC(=O)c1cccc(Nc2nc(-c3ccc(C)cc3)nc3ccccc23)c1,-7%,1%

# Continued.
SMILES,UDG counter,AID inhibitor
COc1ccc(NC(=O)c2nc(-c3ccccc3)oc2C)c(OC)c1,-5%,-1%
CCOc1cc(/C=C2\NC(=O)NC2=O)c(Br)cc1O,3%&-12%,7%&-15%
CS(=O)(=O)Oc1ccc2c(c1)O/C(=C\c1ccccc1)C2=O,-5%,-14%
O=C(Nc1ccc2oc(-c3cccnc3)nc2c1)c1cccc([N+](=O)[O-])c1,7%,1%
Cc1cc(C)n(-c2nc3ccccc3nc2Nc2ccc(C(C)C)cc2)n1,2%,-3%
CCCN(CCC)CCCNC(=O)c1cn(CC)c2ccc(S(=O)(=O)N(C)C3CCCCC3)cc2c1=O,-24%,?
CC(C)C(=O)Nc1ccc([N+](=O)[O-])cc1,7%,4%
C=CCCc1ccc(-c2ccc(OCCCCCCCCCC)c(F)c2)nc1,0%,-5%
CCc1cnc2c(c1SCC(=O)Nc1ccc(Cl)cc1)c(=O)n(C)c(=O)n2C,-5%,?
CCc1cccc(C)c1NC(=O)c1cc(S(=O)(=O)N2CCOCC2)cn1C,2%,-5%
Cc1ccccc1-c1cc(C(=O)Nc2nncs2)c2ccccc2n1,13%,21%
Cn1c(-c2ccccc2)cnc1NCc1ccccc1O,-5%,19%
O=C(Cc1cc(Cl)c2c(c1)OCCO2)NC1CCN(C2CC2)CC1,9%,3%
Cc1cccc(C(C)C)c1NC(=O)c1ccc(CSc2ccccc2)cc1,13%,6%
Cc1ccc(OCCC(=O)NC23CC4CC(CC(C4)C2)C3)cc1,8%,-11%
O=C(O)c1cccc(CSc2cc(Cl)ccc2Cl)c1,-10%,-27%
CCOc1cc(-c2ccc(OCC(=O)OC)c(OC)c2)cc(=O)c2c(C)oc(C)c12,-11%,17%
O=C(NC1CCc2ccccc21)c1ccc2ccccc2n1 (stereo not given),-3%,-3%
Cc1occc1C(=O)N1CC(C)CC(C)C1 (stereo not given),-3%,2%
CCCNCc1ccc(OCCO)cc1,1%,-1%
CCOCCOC(C)C(=O)NCC(C)(C)c1ccccc1OC (stereo not given),1%,2%
Cc1ccc2c(C(=O)CSc3ccccc3)c(C)[nH]c2c1,-9%,-3%
COc1ccc(S(=O)(=O)NCCc2sc(C)nc2C)cc1,-2%,17%
Cn1c(=O)c2c(nc(SCC(=O)Nc3ccccc3F)n2Cc2ccc(Cl)cc2)n(C)c1=O,16%,9%
CNS(=O)(=O)c1cn(CC(=O)Nc2cccc(C(F)(F)F)c2)cc1S(=O)(=O)NC,-16%,10%

# Sorted by heavy-atom count (highest first): some entries from above.
SMILES,UDG counter,AID inhibitor
CCCN(CCC)CCCNC(=O)c1cn(CC)c2ccc(S(=O)(=O)N(C)C3CCCCC3)cc2c1=O,-24%,?
Cc1ccc2c(C(=O)CSc3ccccc3)c(C)[nH]c2c1,-9%,-3%
Cc1occc1C(=O)N1CC(C)CC(C)C1 (stereo not given),-3%,2%

# The list continues.
SMILES,UDG counter,AID inhibitor
CCCCOC(=O)c1ccc(OC(=O)c2sc3ncn(Cc4ccccc4Cl)c(=O)c3c2C)cc1,-10%[57.5 µM],-16%[57.5 µM]
Cc1cc(C)n2c(Nc3ccccc3C)c(-c3cccs3)nc2n1,-14%,4%
O=C(NC1CCCCC1)c1cc(Nc2cccc(C(F)(F)F)c2)nc2ccccc12,-16%[57.5 µM],26%
COc1ccc2[nH]cc(CCNC(=O)Nc3cccc(F)c3)c2c1,-3%[57.5 µM],-4%
Cc1nc2nc(NC(=O)CC(C)C)[nH]n2c(=O)c1Cc1ccccc1,-9%,-14%
COc1ccc(C(=O)Nc2ccc3oc(-c4ccc5ccccc5c4)nc3c2)cc1[N+](=O)[O-],1%,1%
CC(C)Sc1nc2c(c(=O)n(C)c(=O)n2C)n1Cc1ccccc1Cl,-7%,-25%
Cc1ccc(C(C)C)c(OCC(=O)Nc2cccc(NC(=O)c3ccco3)c2)c1,-10%,1%
CC(C)CC(=O)Nc1cccc(-c2nc3cc(Cl)ccc3o2)c1,15%,-8%
CCc1ccccc1NC(=O)C1CCN(S(=O)(=O)c2cn(C)cn2)CC1,0%,5%
Cc1ccc(Cl)cc1N1CCN(C(=O)c2cn(C)c3ccc(S(=O)(=O)N(C)C4CCCCC4)cc3c2=O)CC1,6%[57.5 µM],65%[activator][57.5 µM]
CCCCC(=O)OCc1cc(=O)n2nc(C3CC3)sc2n1,-9%,252%[activator]
CCCCCCCCOC(=O)Nc1ccc(C)cc1,-2%,-11%
Cc1ccc(NC(=O)c2cc3c(s2)CCC3)cc1,-5%,-8%
CCC1=Nc2cc(C(=O)NC(C)c3ccccc3)ccc2Sc2ccc(Cl)cc21 (stereo not given),-7%,-10%
O=C(Nc1ccc(-c2ccccc2)cc1)c1ccc(F)cc1F,-8%,-5%
Cc1c(C(=O)N(C)Cc2ccccc2)sc2nc(-c3ccc(F)cc3)cn12,-10%,?
CCCCCCCCCCCCc1ccc(NC(C)=O)cc1,-8%,-3%
COC(=O)CC(NC(=O)c1ccc(CS(C)(=O)=O)cc1)c1ccc(C)cc1 (stereo not given),-3%,-5%
CCc1cc2c(CN3CCN(C(=O)C4COc5ccccc5O4)CC3)cc(=O)oc2cc1O (stereo not given),9%,-4%
COc1ccccc1NC(=O)c1sc2nc3n(c(=O)c2c1C)N=C(c1cccc(Br)c1)CS3,-10%,4%
COc1cc(C#N)ccc1OCc1ccc(OC(F)F)c(OC)c1,1%,2%
CN(C)c1ccc(C=NCCCCCCN=Cc2ccc(N(C)C)cc2)cc1,1%,-4%
COc1ccc(CCNC(=O)c2cn(C)c3ccc(S(=O)(=O)N(C)C)cc3c2=O)cc1OC,-16%,14%
COc1ccc(-c2cnnn2-c2ccc(NC(=O)c3c(F)cccc3F)cc2)cc1,?,7%

# Additional compounds
SMILES,UDG counter,AID inhibitor
CCc1ccc(C(=O)Oc2ccc3ccccc3c2)cc1,-7%,69%[activator]
CCOC(=O)c1c(S(=O)(=O)N2CCC(C(=O)Nc3ccc(F)cc3F)CC2)c(C)n(C)c1C,0%,-12%
Cc1ccc(C)c(S(=O)(=O)N2CCN(Cn3ncc4ccccc4c3=O)CC2)c1,2%,-4%
Clc1ccc2nc(-c3ccc(N4CCOCC4)cc3)c(Nc3ccccc3)n2c1,-10%,7%
COc1cc(Cl)c(C)cc1NC(=O)c1nc2ccccc2nc1N1CCCCC1,-4%,-4%
CCCc1nc2ccccc2n1CC(O)c1ccc(F)cc1 (stereo not given),0%,-8%
COc1cc(-c2nc(-c3cccc(Cl)c3)c(-c3ccccc3)[nH]2)cc(OC)c1OC,4%,-5%
CCCC(C)(NC(=O)OCc1ccccc1)C(=O)O (stereo not given),3%,0%
O=C1CSC2(C(=O)N(Cc3ccccc3F)c3ccccc32)N1c1ccc(F)cc1 (stereo not given),9%,-5%
O=S(=O)(Nc1ccc(-c2ccc(N3CCCC3)nn2)cc1)c1ccc(Cl)cc1,?,18%
COc1cccc(NC(=O)CCNC(=O)Cn2ccc3ccccc3c2=O)c1,5%,-12%
c1ccc(CCc2nnc3sc(-c4cc5ccccc5[nH]4)nn23)cc1,0%,-8%
COc1ccc2c(CNC3CCCCCC3)c(C(=O)O)n(Cc3ccccc3F)c2c1,8%,-28%
CCC(C(=O)NC1CCCCC1)n1nc(C)c2sc3ccccc3c2c1=O (stereo not given),-5%&10%,-8%&3%
O=C(O)c1ccc(COc2cccc(Cl)c2)s1,1%,1%
CCOC(=O)c1c(C)[nH]c(CCC(=O)NCc2ccc(OC)c(OC)c2)c1C,2%[57.5 µM],-7%
CCS(=O)c1ccccc1C(=O)NCc1ccc(C)cc1 (stereo not given),-5%,-4%
Cc1ccc(C(=O)Nc2ccc3oc(=O)ccc3c2)c(Cl)c1,-11%,-4%
CN(C)C1(CNCc2csc(-c3ncccn3)n2)CCCC1,-3%,19%
Cc1ccc(Cl)cc1N1CCN(C(=O)Cn2cnc3nc4c(cc3c2=O)CCCC4)CC1,?,40µM*
CC(C)c1ccc(/C=C/C(=O)c2ccc(O)c(CCCl)c2)cc1,-3%,-10%
CCOc1ccccc1C(=O)Nc1nnc(COC)s1,1%,5%
CSc1ccc(CNC(=O)Cn2ccc3cc(S(=O)(=O)N4CCCC4)ccc32)cc1,?,2%
C=CCNCc1sccc1C,-1%,7%
O=C(NCCc1ccc(F)cc1)C1CC=CCC1 (stereo not given),-4%,8%

# (more compounds)
SMILES,UDG counter,AID inhibitor
COCCOc1ccc2c(C)cc(=O)oc2c1,3%,-4%
Cc1oc(-c2ccccc2)nc1C(=O)NC(C1CC1)C1CC1,3%,-6%
Cc1ccc(CNC(=O)CSc2nc3n[nH]c(C)c3c(=N)n2-c2ccccc2Cl)cc1,2%[57.5 µM],5%
Cc1ccc(-c2cn3c4ccccc4nc3n2CCCN2CCCC2)cc1,-11%,-20%
O=C(Nc1cccnc1)c1cc(-c2ccccc2)nc2ccccc12,4%,1%
CCS(=O)(=O)N1CCc2cc(C(=O)CSc3ccc(F)cc3F)ccc21,3%,-15%
O=C(Cc1ccc(-c2ccccc2)cc1)NCCc1ccccn1,0%,2%
CN(C)C(CNS(=O)(=O)c1ccccc1)c1ccsc1 (stereo not given),-6%,-9%
NC(N)=N/N=C/c1cccc(Cl)c1Cl,-12%,-13%
O=C(CSc1nccn1Cc1ccc(F)cc1)Nc1ccc2c(c1)OCO2,1%,1%
CCOc1ccc(-c2nc(CN3CCCC(O)C3)cs2)cc1OC (stereo not given),-2%,7%
COCCNC(=O)/C=C/c1ccc(C(C)(C)C)cc1,-1%,-1%
CC(CCc1ccccc1)NCC(O)c1ccc(O)c(C(N)=O)c1 (stereo not given),5%,5%
COc1ccc(OC)c(C2CCCCC2O)c1 (stereo not given),-7%,1%
CCOc1ccc(-n2nc3ccc(NC(=O)c4ccc(C)cc4C)cc3n2)cc1,8%,184%[activator]
CCc1cccc(CC)c1NC(=O)c1c(C)oc2ccc(O)c(CN3CCCC3)c12,43%[activator],0%
COc1ccc(-c2nnsc2C(=O)NC(C)CCc2ccccc2)cc1 (stereo not given),-6%,2%
COc1ccc(Cl)cc1NC(=O)Cn1cc(C(=O)c2ccc(C)cc2)c(=O)c2ccc(C)nc21,-10%,-7%
COC(=O)c1ccc(/C=C2\NC(=S)N(C)C2=O)cc1,14%,-1%
Cc1ccc(S(=O)(=O)N2CCN(C(=O)COC(=O)c3ccc4ccccc4c3)CC2)c(C)c1,-6%,2%
CC(C)Oc1ccc(CNC(=O)C2CCN(c3nc4ccccc4n(C)c3=O)CC2)cc1,-3%,9%
COc1ccc(NS(=O)(=O)c2ccc(-c3cnc(C4CC4)o3)cc2)cc1Cl,3%,-6%

# Among those listed so far, 7 contain a furan ring, fused or not:
SMILES,UDG counter,AID inhibitor
Cc1occc1C(=O)Nc1nc(CC(=O)Nc2ccccc2)cs1,-4%,2%
CCN(CC)CCN(C(=O)c1ccco1)c1nc2c(C)cccc2s1,-13%[57.5 µM],9%
CCOC(=O)C1=C(C)NC(=O)C1(NC(=O)c1ccco1)C(F)(F)F (stereo not given),-7%,-2%
CCOc1cc(-c2ccc(OCC(=O)OC)c(OC)c2)cc(=O)c2c(C)oc(C)c12,-11%,17%
Cc1occc1C(=O)N1CC(C)CC(C)C1 (stereo not given),-3%,2%
Cc1ccc(C(C)C)c(OCC(=O)Nc2cccc(NC(=O)c3ccco3)c2)c1,-10%,1%
CCc1cccc(CC)c1NC(=O)c1c(C)oc2ccc(O)c(CN3CCCC3)c12,43%[activator],0%

# Screening data deposited in PubChem by National Center for Advancing Translational Sciences (NCATS).
